12-LOX inh: blocks human arachidonate 12S-lipoxygenase; 580,000 tested, 1.1% active; Potency, µM (series often up to 108 µM), inactives show top-dose activity change, negative = inhibition, hits mostly inhibitors; AID 1671190; purified 12hLO, xylenol orange hydroperoxide absorbance; active = well fitted inhibition curve with a large enough effect; inconclusive = small, poorly fitted or top-dose-only effect, or another doubt; inactive = no such curve, though single readings can be large or run the other way
Target sequence (P18054 whole entry, looked up): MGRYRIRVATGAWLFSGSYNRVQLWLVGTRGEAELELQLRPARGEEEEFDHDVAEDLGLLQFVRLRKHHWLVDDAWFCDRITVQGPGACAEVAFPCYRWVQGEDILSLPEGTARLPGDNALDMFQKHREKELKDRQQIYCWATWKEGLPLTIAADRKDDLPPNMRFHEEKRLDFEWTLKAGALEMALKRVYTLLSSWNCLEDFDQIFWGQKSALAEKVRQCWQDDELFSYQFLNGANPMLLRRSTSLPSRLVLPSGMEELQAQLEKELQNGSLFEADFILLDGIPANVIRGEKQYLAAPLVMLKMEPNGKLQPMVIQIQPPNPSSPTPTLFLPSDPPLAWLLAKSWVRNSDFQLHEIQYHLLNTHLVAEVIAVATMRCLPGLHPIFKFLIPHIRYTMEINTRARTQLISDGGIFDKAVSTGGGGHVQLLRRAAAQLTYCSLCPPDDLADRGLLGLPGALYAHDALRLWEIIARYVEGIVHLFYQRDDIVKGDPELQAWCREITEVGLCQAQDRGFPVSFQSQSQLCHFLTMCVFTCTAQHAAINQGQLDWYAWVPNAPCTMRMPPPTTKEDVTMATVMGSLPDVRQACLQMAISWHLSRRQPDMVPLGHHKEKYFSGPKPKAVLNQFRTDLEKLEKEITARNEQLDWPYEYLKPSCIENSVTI
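Purified human 12hLO at 150 nM in 25 mM Hepes, 0.01% Triton X-100, pH 7.0, preincubated 15 min at room temperature with compound. Reaction started with 40 uM arachidonic acid, 30 min at room temperature. Hydroperoxide measured by Fe-xylenol orange, 573/405 nm absorbance ratio.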
The depositor's hits bear a star; ? = inconclusive; & = joins results of further samples; [ ] = remark or other dose. % is set by controls: 0 for no effect and ±100 for the full control effect; potency is the fitted concentration of half-maximal effect.

12-LOX inh | canonical_smiles
58.5%[activator] | Cc1ccc(C)c(C(=O)N2CC(C(=O)N(C)C)C3(CCOCC3)C2)c1 (centres undefined)
5.8% | CCn1ncc(N2CCCC(CC(=O)O)C2)cc1=O (centres undefined)
14.2% | CCS(=O)(=O)N1C[C@@H](Oc2cccnc2)C[C@H]1C(=O)N1CCCC1
? | Fc1cccc(Oc2ccc3c(-c4ccccc4F)noc3n2)c1
39.2%[activator] | COc1cccc(C(=O)N2CCC3(CC2)CC(OCC2CC2)CCO3)c1 (centres undefined)
10.0% | COc1ccc(CNC(=O)C2CN(S(=O)(=O)C3CC3)CC23CCCCC3)cc1 (centres undefined)
-16.7%[176 µM] | O=c1c2nc(-c3ccccc3)ccc2ncn1-c1ccc(F)cc1F
-25.9% | CN(Cc1ccccc1)Cc1nnc(C(=O)N2CCC[C@@H]2c2ccc(Br)cc2)n1Cc1ccccc1
14.6% | CCNC(=O)c1c(C)oc2c1CN(Cc1sccc1C)CC2
-5.1% | COc1ccc(-c2ccnc3nc(C(C)C)nn23)cc1
28.3% | CC(C)CCN1CCC(N2CCN(S(=O)(=O)C(C)C)CC2)C1=O (centres undefined)
-2.7% | CC1=C[C@@H](CN2CCN(c3cnccn3)CC2)[C@H](C(C)C)C[C@H]1Cc1nnc(-c2ccccc2)o1
1.5% | COCC(=O)N[C@H]1C[C@H]2C(=O)NC[C@@H](CCC(=O)N3CCN(c4ccccn4)CC3)N2C1
44.9%[activator] | Cn1c(CN2CCC(O)CC2)nnc1C1CCCN(C2CCNCC2)C1 (centres undefined)
46.4%[activator] | CN(Cc1ccccc1)C1CCOC2(CCN(C(=O)NC3CCCC3)CC2)C1 (centres undefined)
15.5% | CN(C)CCN(Cc1ccco1)C(=O)Cn1nc2n(c1=O)CCC(N)CC2 (centres undefined)
23.1% | COc1cccc(CC(=O)NCCC2CCN(C(=O)Nc3ccc(C)cc3)CC2)c1
? | Cc1cc(CN2CCc3nc(C(C)C)nc(-c4ccc(Cl)cc4)c3CC2)no1
-8.4% | O=C(c1ccco1)N1CCC(n2cc(-c3nc(-c4ccccc4)no3)nn2)CC1
27.7% | NC(=O)[C@H](Cc1cccs1)NC(=O)C1=C[C@@H](NC(=O)c2ccc(F)c(Cl)c2)[C@@H](O)[C@H](O)C1
-0.2% | Cc1ccccc1C(=O)N1CCC(CCC(=O)NCCc2c[nH]c3ccccc23)CC1
5.9% | O=C(Cc1ccccc1Cl)N[C@@H]1CN(c2ncccn2)C[C@H]1CO
-16.5% | Cc1cc(Oc2cccc3c2S(=O)(=O)N([C@H](C)c2ccccc2)C[C@@H](COCc2ccccc2)O3)cc(C)c1C
15.1% | CN1C(=O)C(c2ccccc2)CC12CCN(C(=O)Cc1ccccn1)CC2 (centres undefined)
12.4% | CCOC(=O)C1(Cc2ccc(F)cc2)CCCN(C(=O)c2ccco2)C1 (centres undefined)
? | COc1cccc(CN2CCc3nc(C4CC4)nc(-c4ccc(O)cc4)c3C2)c1
23.1%[176 µM] | Cn1cc(CN2CCOC[C@H]2c2ncc(-c3cccc(F)c3)[nH]2)c2ccccc21
38.3%[activator][176 µM] | CC(C)C[C@@H]1N[C@H](C(=O)N2CCCC2)Cc2cn(Cc3ccccn3)c3cccc1c23
-22.4% | COc1ccc(N2CCN(c3nc(C(=O)NCC4CCCCC4)cs3)CC2)cc1
-9.5% | Cc1[nH]nc2c1C(c1ccccc1)N(Cc1ccccc1)C2=O (centres undefined)

Among those listed so far, 8 have a halogen:
12-LOX inh | canonical_smiles
? | Fc1cccc(Oc2ccc3c(-c4ccccc4F)noc3n2)c1
-16.7%[176 µM] | O=c1c2nc(-c3ccccc3)ccc2ncn1-c1ccc(F)cc1F
-25.9% | CN(Cc1ccccc1)Cc1nnc(C(=O)N2CCC[C@@H]2c2ccc(Br)cc2)n1Cc1ccccc1
? | Cc1cc(CN2CCc3nc(C(C)C)nc(-c4ccc(Cl)cc4)c3CC2)no1
27.7% | NC(=O)[C@H](Cc1cccs1)NC(=O)C1=C[C@@H](NC(=O)c2ccc(F)c(Cl)c2)[C@@H](O)[C@H](O)C1
5.9% | O=C(Cc1ccccc1Cl)N[C@@H]1CN(c2ncccn2)C[C@H]1CO
12.4% | CCOC(=O)C1(Cc2ccc(F)cc2)CCCN(C(=O)c2ccco2)C1 (centres undefined)
23.1%[176 µM] | Cn1cc(CN2CCOC[C@H]2c2ncc(-c3cccc(F)c3)[nH]2)c2ccccc21

New compounds follow:
12-LOX inh | canonical_smiles
1.2% | COc1ccccc1N1CCN(C(=O)c2ccccc2-c2ncc[nH]2)CC1=O
8.91µM* | O=C(CC(c1ccc(Cl)cc1)c1c[nH]c2ccc([N+](=O)[O-])cc12)N1CCOCC1 (centres undefined)
11.1% | COc1ccc2[nH]c3c(c2c1)CCNC31CCN(C(=O)c2ocnc2C)CC1
56.5%[activator] | Cn1ccc(C(=O)N2CCC(N3CCCC(C(=O)N4CCCC4)C3)CC2)n1 (centres undefined)
14.2% | O=C(NCCN1CCCCC1)c1nnn2cc(-c3ccccc3)[nH]c(=O)c12
-20.0% | COc1cccc(NC(=O)O[C@@H]2CO[C@H]3[C@@H]2OC[C@@H]3Nc2nccc(-c3ccccc3)n2)c1
23.0%[176 µM] | O=C(NCc1ccncc1)c1nc2c(o1)CCN(Cc1ccccc1)CC2
17.6%[176 µM] | COc1ccc(NC(=O)N2Cc3[nH]cnc3C[C@H]2c2nc(-c3ccccc3)no2)cc1
41.6%[activator] | Cc1ccccc1OCC1CN(CC(C)C)C(=O)c2c(ccnc2-c2ccc(OCC(=O)O)cc2)O1 (centres undefined)
5.2%[6.33 µM] | Cc1cc(C(=O)NCCCOC(C)C)c2c(C3CCNCC3)noc2n1
21.7% | Cc1cccc(Cl)c1NC(=O)Cn1c(C)cc2nc3n(c(=O)c21)CCCC3
27.1% | Cc1noc([C@@H]2CN(Cc3ccncc3F)C[C@H]2CO)n1
18.9%[176 µM] | Cc1ccc2oc([C@H]3CCN(C(=O)C4CC4)C3)nc2c1
-19.7%[176 µM] | CC(=O)NC1(C)CCN(Cc2cccc(-c3ccc4ccccc4c3)c2)C1 (centres undefined)
2.6%[176 µM] | CN1CCN(Cc2nc(C3(O)CCN(C4COC4)CC3)cs2)CC1
6.5% | O=C(c1cnn(-c2nccc(-c3ccccc3C(F)(F)F)n2)c1C1CC1)N1CCN(CCO)CC1
16.1%&42.5% | COc1ccc(N2CC(C(=O)NCc3cccc(F)c3)NC2=O)cc1 (centres undefined)
98.6%[activator][176 µM] | CCN(CC)C(=O)[C@@H]1CCC[C@@H](NC(=O)c2ccc(C#N)cc2)CN(C)C(=O)C1
? | COCC(=O)N1CCCN(C(=O)CSc2ccncc2)CC1
-0.6%[6.33 µM] | COc1ccc(C(=O)N2Cc3ccccc3CC23CCCN(C(=O)CCCN)C3)cc1 (centres undefined)
39.2% | COc1ccc(CC2CN(C(=O)c3cccnc3SC)CCO2)cc1 (centres undefined)
-13.5%[176 µM] | Cc1noc(C)c1-c1cc2c(cc(C)n2C)c(-c2ccc(CO)cc2)n1
4.6%[6.33 µM] | Cc1noc(C)c1[S+](=O)([O-])N1CCn2c(nnc2-c2ccncc2)C1
38.8%[activator] | COc1ccc(NC(=O)N2CCCC(Cn3cnc4cccnc43)C2)cc1F (centres undefined)
16.0% | Cc1noc([C@@H]2CN(S(=O)(=O)c3cccs3)C[C@H]2C(N)=O)n1
38.1% | COCCNC(=O)[C@H]1C[C@H](Oc2ccccc2)CN1Cc1cn(C)c2ccccc12
4.4%[12.5 µM] | O=C(c1ccccc1F)N1CC2(C1)C(=O)Nc1ccccc12
12.8% | Cc1cnc(C)c(-c2cc(F)cc3c2OC(CNC(=O)Cc2ccccc2C)C3)n1 (centres undefined)
3.0% | CC(C)CCNC(=O)[C@@H](Cc1ccccc1)NC(=O)[C@H]1O[C@@H](n2ccc(=O)[nH]c2=O)[C@H](O)[C@@H]1O
40.8%[activator] | CCC(=O)N[C@@H]1CN(Cc2ccccc2)C[C@H]1CN(C)C
17.5% | CCN1C(=O)CCN(C(=O)c2ccc(OC)nc2OC)CC12CCOCC2
5.2% | Cc1nccn1CC(=O)N1CCCC(c2ccc(C(=O)O)cc2)C1 (centres undefined)
30.7%[activator] | O=C(NCCc1noc(C2CC2)n1)Nc1cccc(C(F)(F)F)c1
? | O=C(NCc1cccc(F)c1)c1nc2c(o1)CCN(Cc1ccc3[nH]ccc3c1)CC2
0.0% | CC(C)C[C@@H]1COc2cccc(F)c2S(=O)(=O)N1C
11.5% | CCc1ccc(CNC(=O)C2CCN(c3cc(C(F)(F)F)ncn3)CC2)cc1
? | CC(C)CNC(=O)c1nc(-c2ccc(Cl)cc2)c2cnccn12
-3.1%[176 µM] | COc1ccnc(N2CC[C@H](c3nnc(-c4ccc(N(C)C)cc4)o3)C2)n1
23.7% | CCOc1ccc(NC(=O)N2CCc3cc(OC)c(OC)cc3C2CNC(C)=O)cc1 (centres undefined)
20.9% | O=C1CCCN1CC(=O)N1CC(Oc2ccccc2-c2nc(C3CC3)no2)C1
3.2% | CCn1nc(C)cc1C(=O)NCCN1Cc2ccccc2OC(c2ccccc2F)C1 (centres undefined)
8.3%[176 µM] | Cc1ccc(C(=O)N2CCC3(C2)NC(=O)c2ccccc2O3)cc1 (centres undefined)
-27.1%[176 µM] | Cc1cc2cc(-c3c(C)noc3C)nc(N3CCN(c4ccccn4)CC3)c2o1
26.9% | CCC(C)(C)C(=O)N1C[C@@H](CO)[C@H](c2nc(C)no2)C1
97.4%[activator] | Cc1nc(CNC(=O)c2cn(CCC3CCCCN3)nn2)cc(=O)[nH]1 (centres undefined)
50.7% | CC(=O)Nc1ccc(CC(=O)N2CCc3c(nc4cc(-c5ccccc5Cl)[nH]n4c3=O)C2)cc1
13.4%[176 µM] | CC(C)CCN1CCC(O)(c2csc(CN3CCN(C)CC3)n2)CC1
19.9% | COc1cccc(CNC(=O)NC2CCc3n[nH]c(=O)n3CC2)c1 (centres undefined)
49.7%[activator] | Cc1nc2cccnc2n1CC1CCCN(S(=O)(=O)c2cccc(F)c2)C1 (centres undefined)
? | O=C1c2ccccc2CN1C1CCN(Cc2ccc(C(F)(F)F)cc2)CC1

The list continues:
12-LOX inh | canonical_smiles
-12.1%[176 µM] | Cc1ccc(C(=O)N(C)Cc2cccc(C(F)(F)F)c2)cc1
-21.4% | NC(=O)[C@@H](Cc1ccccc1)NC(=O)[C@@H]1[C@@H](NC(=O)Nc2ccc(F)cc2F)CCN1C(=O)c1cnccn1
21.9% | CCCC(C)N1CC2(CCN(C(=O)c3cnn4c3CCCC4)CC2)OC1=O (centres undefined)
7.9% | O=C(NC1CCCN(c2cc(N3CCCC3)ncn2)C1)c1ccsc1 (centres undefined)
70.7%[activator] | Cc1ncccc1OC1(C(=O)O)CCN(C(=O)Cc2ccn(C)c2)CC1
-22.3% | Cc1cccc(N2CCN(C(=O)C3N(C(C)C)C(=O)C34CCCCC4)CC2)c1 (centres undefined)
? | FC(F)(F)c1ccc(Nc2cc3c(cn2)ncn3Cc2ccco2)cc1
2.0% | CN(Cc1ccccc1)C(=O)C[C@@H]1c2nc(NC(=O)C(C)(C)C)sc2C[C@@H]2[C@](C)(CO)[C@H](O)CC[C@]21C
4.5%[176 µM] | CS(=O)(=O)c1ccc(O[C@H]2COCCN(Cc3cccnc3)C2)cc1
8.8% | CCN(CC)C(=O)c1cc2c(s1)CCC(C(=O)N1CCN(c3ccccn3)CC1)C2 (centres undefined)
43.6%[activator] | O=C(c1cccc(OC(F)(F)F)c1)N1CCCC1c1nncn1Cc1ccncc1 (centres undefined)
-4.8%[6.33 µM] | CS(=O)(=O)c1ccc(-c2nc(C(=O)NCc3cccnc3)n3ccncc23)cc1
? | CC(=O)Nc1ccccc1-c1nccc2c(=O)cc(N(C)c3ccccc3)oc12
0.1%[6.33 µM] | NCC(=O)N1CCC2(CC1)C(=O)NCN2C(=O)c1ccc(Cl)cc1
20.4% | O=C([C@H]1C[C@@H](F)CN1S(=O)(=O)c1ccc(C(F)(F)F)cc1)N1CCOCC1
19.7% | CNC(=O)[C@@H]1C[C@@H](NCc2cccc(Oc3ccccc3)c2)CN1C(C)C
7.2% | O=S1(=O)c2c(NCc3ccco3)cccc2Oc2ccccc2CN1Cc1cn(Cc2ccc(F)cc2)nn1
6.1%[6.33 µM] | CCN1CCCCC12Cc1ccccc1CN(C(=O)CCC(=O)O)C2 (centres undefined)
9.1%[176 µM] | O=C(Nc1ccccc1)N1Cc2[nH]cnc2C[C@H]1c1nc(-c2ccc(Cl)cc2)no1
52.4%[activator] | Cc1ccc(CC(=O)N2[C@@H]3CC[C@H]2CC(NC(=O)c2ccncc2)C3)cc1 (some centres undefined)
16.5% | COc1ccc(CN2C(=O)COC[C@H]2C(=O)N2CCC(Cc3ccccc3)CC2)cc1
53.8%[activator] | Cn1nccc1C(=O)N1CCN(C(=O)N2CC3CC(C2)[C@H]2CCCC(=O)N2C3)CC1 (some centres undefined)
24.6% | Cc1cnc(C(=O)N2CCC(N3C(=O)C4(CCCCC4)C3c3ccccc3)CC2)cn1 (centres undefined)
70.4% | CN1C[C@H](O)C[C@H]1c1nnc2n1CCN(C(=O)CN1CCCCCC1)CC2
50.2%[activator] | CO[C@@H]1COCC[C@H]1NC(=O)c1ccc(SCCO)cc1
31.6µM* | Cc1ccncc1-c1c(C)nn2c1N(Cc1cccc(O)c1)CCC2
21.6% | CN(Cc1ccc2nsnc2c1)Cc1cc2n(n1)CCCNC2
-6.5%[176 µM] | C[C@@H](NC(=O)C1=C[C@@H](NS(=O)(=O)c2cccs2)[C@@H](O)[C@H](O)C1)C(N)=O
13.1% | CCCc1cc(N2CCC(NCc3cc(F)c(F)c(F)c3)CC2)nc(C)n1

An excerpt taken from the entries so far, for reference:
12-LOX inh | canonical_smiles
8.3%[176 µM] | Cc1ccc(C(=O)N2CCC3(C2)NC(=O)c2ccccc2O3)cc1 (centres undefined)
-27.1%[176 µM] | Cc1cc2cc(-c3c(C)noc3C)nc(N3CCN(c4ccccn4)CC3)c2o1

Assay outcomes: PubChem, National Center for Advancing Translational Sciences (NCATS)

This is a subset; the hit share may differ from the screen's.
